KCNH2 3.1 block: inhibitors of human KCNH2 3.1 potassium channel isoform; activity change, % (tested at about 1.8 µM); U2OS KCNH2 3.1, thallium flux FluxOr; hits give low values; 340,000 compounds, 0.95% hits; AID 720553;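 active = maximum activity change below -70%; inconclusive = maximum activity change from -70% to -50%; inactive = maximum activity change above -50%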;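 also: thallium influx rate constant from kinetic fluorescence after stimulation buffer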
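Virally transduced U2OS (3.1 isoform, 4 h infection in dark at RT) → overnight 37 C → FluxOr + Red40 in HBSS/HEPES, 45 min → stimulation buffer, 2 min kinetic read → rate constant vs DMSO controls.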
ELG1 DNA repair: inhibitors of ELG1-dependent DNA repair in HEK293T cells. HEK293T ELG1-luciferase reporter, luminescence, 16 h; DNA damage induced by 5-fluorouridine. Potency, µM (series often up to 46.1 µM), without a hit: at the highest dose activity change, negative = inhibition, actives largely listed as inhibitors. 330,000 compounds, 2.3% hits. AID 504467; active = well fitted inhibition curve with a large enough effect; inconclusive = small, poorly fitted or top-dose-only effect, or effect the other way; also: potency is read from the fitted curve at half-maximal effect; nearly all actives have a fitted effect of over 55% in size
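DMSO vehicle served as the neutral condition. Each well held 2,000 cells given 5-fluorouridine plus compound; after 16 hr at 37 °C/5% CO2, ONE-Glo was added and luciferase measured 30 min later.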
* = called active by the depositor; ? = inconclusive. % is scaled to controls: 0 for no effect and ±100 for the full control effect. These rows are one share of the data; count on the stated rates, not on these rows.

SMILES | KCNH2 3.1 block | ELG1 DNA repair
COc1ccccc1C(C)NC(=O)c1ccc(S(=O)(=O)NCc2ccco2)cc1 (configuration not stated) | -0.3 | -5.4%
C[C@@H]1CN([C@H](C)CO)C(=O)c2cccc(NC(=O)Nc3ccc(F)cc3)c2O[C@H]1CN(C)C(=O)Nc1ccc(C(F)(F)F)cc1 | -5.4 | 6.51µM*
Cc1cc(C)n(-c2ccc(C(=O)OCC(=O)Nc3ccccc3F)cc2)n1 | -1.4 | 1.5%
CC(C)C[C@@H](CNC(=O)OC(C)(C)C)NC(=O)c1nc[nH]c1C(=O)N[C@@H](CC(C)C)C(=O)CNC[C@H](CC(C)C)NC(=O)c1nc[nH]c1C(=O)N[C@@H](Cc1c[nH]c2ccccc12)C(=O)OC(C)(C)C | 2.4 | 20.0%
COc1cc(OC)cc(-c2c(C#Cc3ccsc3)c3cc(-c4ccccc4OC)ccc3n2C)c1 | -23.3 | ?
Cc1ccccc1/C=C1\Oc2ccccc2C1=O | 6.2 | ?
N#Cc1ccccc1NC(=O)COC(=O)CN1C(=O)C2CCCCC2C1=O (configuration not stated) | 4.1 | -2.0%
CN(Cc1ccccc1)C(=O)COC(=O)CCC(=O)c1ccc(Cl)cc1 | 5.7 | 14.5%
CC1CN(S(=O)(=O)c2cccc(C(=O)OCC(=O)N3CCCCCC3)c2)CC(C)O1 (configuration not stated) | 9.3 | -12.9%
O=C(Cn1cnc2c(OCc3ccccc3)ncnc21)NCc1nc2ccccc2[nH]1 | 4.1 | 0.7%
CN(C(=O)COC(=O)c1cc2ccccc2oc1=O)C1CCCCC1 | -0.2 | ?
CCCC[C@@H]1C=C(C(=O)O)[C@H](c2ccc(C)cc2)N1S(=O)(=O)c1ccc(C)cc1 | -40.0 | 1.2%
O=C(NC1=NCCS1)C1CCN(S(=O)(=O)c2cc([N+](=O)[O-])ccc2Cl)CC1 | -5.3 | -10.3%
CCOC(=O)CC[C@H](NC(=O)Cn1cnc2c(OCc3ccccc3)ncnc21)C(=O)OCC | 14.2 | -2.3%
C=CCN(CC(=O)NC1CC1)S(=O)(=O)c1cccc(C(F)(F)F)c1 | -2.6 | 5.0%
COc1ccc(S(=O)(=O)Nc2ccc3c(c2)C(=O)N([C@H](C)CO)C[C@H](C)[C@H](CN(C)Cc2ccc(C(=O)O)cc2)O3)cc1 | 20.0 | ?
COc1cc2c(cc1OC)[C@@H](NC(=O)CCc1ccccc1)[C@H](O)C2 | -10.0 | 4.4%
O=S(=O)(c1ccc(F)cc1)N1CCN(CCOc2ccccc2)CC1 | 9.0 | ?
CCNC(=O)N(C)C[C@H]1N[C@@](C)(C(=O)OC)[C@H]2C(=O)N(Cc3ccccc3)C(=O)[C@@H]12 | 1.3 | 25.8%
C[C@H](CO)N1C[C@H](C)[C@@H](CN(C)C(=O)NC2CCCCC2)Oc2ccc(NC(=O)Nc3ccc(C(F)(F)F)cc3)cc2C1=O | 10.7 | 4.3%
O=C(c1cc(-c2ccncc2)nc2ccccc12)N1CCN(c2ncccn2)CC1 | 0.1 | 23.1µM*
COc1cc(OC)c(C(=O)OCC(=O)Nc2ccc(S(=O)(=O)N3CCOCC3)cc2)cc1OC | 1.5 | -17.2%
COc1cc(S(=O)(=O)Nc2ccc3c(c2)C(=O)N(C)C3=O)ccc1NC(C)=O | -14.9 | ?
O=C1CCC/C=C/C[C@@H](CC(=O)N(CCO)Cc2ccccc2)C(=O)NC[C@H](c2ccccc2)O1 | -0.3 | 17.0%
CCOC(=O)[C@@H]1[C@H]2COc3ccc(Br)cc3[C@@H]2N2C(=O)N(c3ccc(C)cc3)C(=O)[C@@]12C | 5.4 | 16.6%
COc1ccc(CN(C)C[C@H]2Oc3c(NC(=O)Nc4ccccc4)cccc3C(=O)N([C@H](C)CO)C[C@@H]2C)cc1 | -8.4 | ?
COc1ccc(S(=O)(=O)Nc2cccc3c2O[C@H](CN(C)S(=O)(=O)c2ccc(OC)cc2)[C@@H](C)CN([C@H](C)CO)C3=O)cc1 | -10.6 | -17.5%
O=C(NCc1ccc2c(c1)OCO2)c1cc([N+](=O)[O-])ccc1N1CCOCC1 | 6.0 | -20.1%
C#CCOCCOCCOCCNc1nc(N2CCN(C(=O)[C@H](CCC(=O)O)n3cc([C@@H](N)CO)nn3)CC2)nc(N2CCN(C(=O)[C@H](CCC(=O)O)n3cc([C@@H](N)CCSC)nn3)CC2)n1 | -0.8 | ?
COc1cccc(/C=C/C(=O)OCC(=O)NC2CC2)c1OC | 2.3 | 17.5%
CC[C@]12c3[nH]c4cc(CCC(=O)N(C)C)ccc4c3CCN1C(=O)[C@@H](CC(=O)NCc1cccc(C(F)(F)F)c1)C[C@@H]2C(=O)N1CCN(C(=O)c2ccco2)CC1 | 5.9 | ?
O=C(COC(=O)c1ccc([N+](=O)[O-])o1)Nc1ccc(N2CCOCC2)cc1 | -2.6 | ?
COc1ccc(C(C)(C)C)cc1NC(=O)CCN1C(=O)NC(C)(C)C1=O | -6.0 | 4.0%
CC1CCCC(C)N1C(=O)COC(=O)c1ccc(Br)o1 (configuration not stated) | -0.9 | 0.0%
CC(C)N(Cc1ccccc1)C(=O)COC(=O)C1CCCCC1 | -5.8 | -0.9%
CC(C)[C@H]1COCCS(=O)(=O)N1Cc1ccccc1-c1cccc(Cl)c1 | -15.7 | -12.3%

2 entries drawn at random from the list so far, as already listed:
SMILES | KCNH2 3.1 block | ELG1 DNA repair
CCNC(=O)N(C)C[C@H]1N[C@@](C)(C(=O)OC)[C@H]2C(=O)N(Cc3ccccc3)C(=O)[C@@H]12 | 1.3 | 25.8%
CC[C@]12c3[nH]c4cc(CCC(=O)N(C)C)ccc4c3CCN1C(=O)[C@@H](CC(=O)NCc1cccc(C(F)(F)F)c1)C[C@@H]2C(=O)N1CCN(C(=O)c2ccco2)CC1 | 5.9 | ?

Some of the entries above, reformatted:
COc1cccc(/C=C/C(=O)OCC(=O)NC2CC2)c1OC
  KCNH2 3.1 block = 2.3	ELG1 DNA repair = 17.5%

C#CCOCCOCCOCCNc1nc(N2CCN(C(=O)[C@H](CCC(=O)O)n3cc([C@@H](N)CO)nn3)CC2)nc(N2CCN(C(=O)[C@H](CCC(=O)O)n3cc([C@@H](N)CCSC)nn3)CC2)n1
  KCNH2 3.1 block = -0.8	ELG1 DNA repair = ?

CCOC(=O)[C@@H]1[C@H]2COc3ccc(Br)cc3[C@@H]2N2C(=O)N(c3ccc(C)cc3)C(=O)[C@@]12C
  KCNH2 3.1 block = 5.4	ELG1 DNA repair = 16.6%

O=C(COC(=O)c1ccc([N+](=O)[O-])o1)Nc1ccc(N2CCOCC2)cc1
  KCNH2 3.1 block = -2.6	ELG1 DNA repair = ?

Further results
SMILES | KCNH2 3.1 block | ELG1 DNA repair
C[C@H](CO)N1C[C@H](C)[C@@H](CN(C)Cc2ccc(C(=O)O)cc2)Oc2ccc(NS(C)(=O)=O)cc2C1=O | 14.7 | 10.6%
C[C@H](CO)N1C[C@H](C)[C@@H](CN(C)Cc2ccncc2)Oc2ccc(NC(=O)Cn3cnnn3)cc2C1=O | 3.8 | ?
COC(=O)c1c(-c2cc(OC)cc(OC)c2)sc2ccc(OC)cc12 | 5.6 | -2.0%
COc1ccc(C(=O)OCC(=O)c2ccc3c(c2)NC(=O)CO3)cc1S(=O)(=O)N1CCOCC1 | -2.9 | -10.6%
Nc1nc(SCC(=O)Nc2cc(Cl)ccc2Cl)n[nH]1 | -15.4 | -2.0%
CCOC(=O)C1=C(CC)Nc2ccccc2N/C1=N\S(=O)(=O)c1cccc(C(C)=O)c1 | 6.6 | 0.0%
CCN(c1ccccc1)S(=O)(=O)c1ccc(Cl)c(NC(=O)CNCc2ccccc2OC)c1 | -3.9 | 18.3µM*
O=S(=O)(c1ccccc1Br)N(CC(O)COCc1ccccc1)C1CC1 (configuration not stated) | 4.6 | -23.5%
O=C(CCNS(=O)(=O)c1ccc2nsnc2c1)N1CCN(c2ccncc2)CC1 | ? | -11.6%
CN(C)CCOc1ccc(-c2c(-c3ccccc3)sc3ccccc23)cc1 | -32.3 | ?
COc1ccc(NC(=O)NS(=O)(=O)c2ccc(C)cc2)cc1OC | 7.1 | 10.5%
O=C(COC(=O)c1cccc(OC(F)F)c1)Nc1ncccn1 | -8.1 | 12.6%
O=C(COc1ccc2cc(Br)ccc2c1)N1CCOCC1 | -14.5 | 0.0%
Cc1cc(F)ccc1S(=O)(=O)N(CC(=O)N1CCOCC1)CC(=O)N1CCOCC1 | -14.9 | 8.8%
COc1ccc2[nH]c3c(c2c1)CCN1C(=O)C(CC(=O)NCCN2CCOCC2)C[C@H](C(=O)N(C(C)C)C(C)C)[C@@]31C (some centres not stated) | -3.1 | 19.0%
CCC(C)N(C(=O)CSc1nncn1C)C1CCS(=O)(=O)C1 (configuration not stated) | -1.6 | ?
CC(=O)c1ccc(N2CCN(C(=O)c3ccc(S(=O)(=O)NCc4ccco4)cc3)CC2)cc1 | 12.1 | ?
COc1ccc(NC(=O)c2cc(F)cc(F)c2)cc1S(=O)(=O)N1CCCCC1 | -0.1 | ?
CCN(C[C@H]1N[C@@](Cc2ccccc2)(C(=O)OC)[C@H]2C(=O)N(C)C(=O)[C@@H]12)C(=O)Nc1ccc(Cl)cc1 | 7.3 | -7.5%
CCOc1cccc(C=NNc2ccc(S(=O)(=O)Nc3ccccc3C(=O)O)cc2[N+](=O)[O-])c1O | 7.0 | 3.4%
COc1ccc2[nH]c3c(c2c1)CCN1C(=O)C(CC(=O)NC(C)(C)C)C[C@H](C(=O)N(C(C)C)C(C)C)[C@@]31C (some centres not stated) | -2.4 | 13.1%
COc1ccccc1CNC(=O)c1ccc(Cl)c(S(=O)(=O)N2CCCC2)c1 | -8.1 | ?
